Screening data deposited in PubChem by National Center for Advancing Translational Sciences (NCATS).
JMJD2E inh: blocks human JMJD2E demethylase activity; B2RXH2; JMJD2E catalytic domain, FDH-coupled NADH fluorescence (FDH is formaldehyde dehydrogenase); Potency, µM (series often up to 57.1 µM), for the others: at the highest dose activity change, negative = inhibition, most hits filed as inhibitors; 230,000 compounds, 1.6% hits; AID 2147; active means well fitted inhibition curve with a large enough effect, not every such curve was filed as active; inconclusive means small, poorly fitted or top-dose-only effect, or another doubt; inactive means no such curve, though single readings can be large or run the other way;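 further: 0% = wells with enzyme and -100% = buffer wells without enzyme; nearly all actives have a fitted effect of over 50% in size; many of its hits are not listed in these tables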
Target sequence (B2RXH2 1-337 limits assumed): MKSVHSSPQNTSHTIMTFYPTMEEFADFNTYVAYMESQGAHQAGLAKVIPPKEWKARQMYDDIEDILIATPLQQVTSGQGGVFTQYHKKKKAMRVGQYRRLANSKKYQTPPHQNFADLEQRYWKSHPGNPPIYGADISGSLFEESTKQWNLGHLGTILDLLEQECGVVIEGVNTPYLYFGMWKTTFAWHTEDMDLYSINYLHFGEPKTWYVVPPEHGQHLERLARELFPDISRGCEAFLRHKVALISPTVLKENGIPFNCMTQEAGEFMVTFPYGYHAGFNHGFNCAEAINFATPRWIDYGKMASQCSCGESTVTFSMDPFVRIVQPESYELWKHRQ
KinaseGlo FLuc: Kinase-Glo luciferase inhibition (counter-screen); Kinase-Glo luciferase, ATP luminescence, 8 min; Potency, µM (top dose mostly 38.3 µM), without a hit: at the highest dose activity change, negative = inhibition, hits mostly inhibitors; 200,000 compounds, 0.28% hits; AID 1379; further: on the % scale 0 is the no-effect control and ±100 the full control effect; nearly all actives have a fitted effect of over 60% in size
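Kinase-Glo luciferase light output from ATP and luciferin was measured with 10 uM ATP, within the enzyme's linear range. Buffer: 50 mM imidazole pH 7.2, 50 mM KCl, 7 mM MgCl2, 0.01% Tween 20, 0.05% BSA; luminescence read after 8 min at ambient temperature.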
NPSR antag: blocks cAMP signaling of the human neuropeptide S receptor | Q6W5P4 | CHO-NPSR cells, cAMP TR-FRET, antagonist mode | Potency, µM (doses to about 38.3 µM), for the others: at the highest dose activity change, negative = inhibition, most hits filed as inhibitors | 220,000 compounds, 1% hits | AID 1461; further: on the % scale 0 is the no-effect control and ±100 the full control effect; nearly all actives have a fitted effect of over 50% in size; many of its hits are not listed in these tables
Target sequence (Q6W5P4 whole entry, looked up): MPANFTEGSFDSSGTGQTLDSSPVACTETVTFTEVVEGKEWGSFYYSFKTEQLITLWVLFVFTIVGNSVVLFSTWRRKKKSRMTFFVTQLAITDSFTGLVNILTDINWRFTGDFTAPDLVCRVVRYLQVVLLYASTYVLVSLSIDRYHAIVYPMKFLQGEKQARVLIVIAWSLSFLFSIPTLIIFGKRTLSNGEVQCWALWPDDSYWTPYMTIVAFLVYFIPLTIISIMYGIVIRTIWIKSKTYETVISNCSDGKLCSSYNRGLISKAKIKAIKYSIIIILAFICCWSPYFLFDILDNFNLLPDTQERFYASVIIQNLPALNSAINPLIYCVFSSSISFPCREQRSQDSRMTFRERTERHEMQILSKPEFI
RECQ1 inh: RECQ1 (human) helicase inhibition | RECQ1 DNA unwinding, red fluorescence kinetic read | 240,000 compounds, 0.54% hits | Potency, µM (top dose mostly 57.3 µM), without a hit: at the top dose activity, negative = inhibition, hits mostly inhibitors;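 further: plate controls were vehicle for no effect and no enzyme for full effect; nearly all actives have a fitted effect of over 30% in size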
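50 nM RECQ1T1 preincubated 15 min with compound in Tris pH 8.0 buffer with MgCl2, DTT, Tween-20 and 2.5 ug/ml poly(dI-dC); started with 200 nM TAMRA/BHQ-2 forked duplex and 2 mM ATP. Unwinding read as fluorescence (525/598 nm), two reads 2 h apart.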
IMPase Li cell: IMPase inhibition in cells with lithium potentiation | CHO-M1 cells, IP1 TR-FRET (IP-One), carbachol + lithium | Potency, µM (titrated, usually from 59.4 µM), for the others: top-dose activity, negative = IMPase inhibition, actives largely listed as inhibitors | 210,000 compounds, 0.35% hits | AID 1457;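 further: IP1 builds up when IMPase is blocked and the TR-FRET signal falls; plate controls were basal vehicle for no effect and high inhibitor control for full effect; nearly all actives have a fitted effect of over 50% in size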
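CHO-M1, 2000 cells/well, 16–30 h culture; cpd + low Li+, 30 min 37C; lysis with d2-IP1/Eu-anti-IP1 Ab, 10 min RT; TR-FRET 665/620 ratio and 620 channel; AC50 via Hill.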
SMN2 splice up: increases expression of the SMN2 splice variant; 210,000 compounds, 2.8% hits; Potency, µM (highest dose often 46.1 µM), without a hit: at the top dose activity change, positive = activation, actives largely listed as activators; HEK293 SMN2-luciferase splicing reporter, luminescence, 30-36 h; AID 1458; further: % of control where 0% means no effect; nearly all actives have a fitted effect of over 55% in size
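HEK293 cells carry an SMN2 […]–luciferase reporter in which exon 7 inclusion puts luciferase in frame. Cells were plated 10-12 h before compound addition, then incubated 30-36 h at 37C. ONE-Glo luminescence was read; sodium butyrate at 4.5 mM final served as control.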
Epigenetic derep: epigenetic control regulation, reporter derepression | 280,000 compounds, 0.2% hits | Potency, µM (doses to about 53.9 µM), inactives show at the top dose GFP activation, actives largely listed as activators | AID 1865 | murine LDR cells, GFP reporter derepression, 30 h; further: % of control where 0% means no effect; nearly all actives have a fitted effect of over 60% in size
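GFP-positive cell count by laser-scanning cytometry (objects 20–120 um) after 30 h, 37 C compound exposure of murine LDR cells; reporter is CMV-GFP integrated at a silenced locus, inducible by HDAC or DNMT inhibitors.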
RGS12 GoLoco inh: inhibitors of human Gai1-RGS12 GoLoco interaction (red fluorophore) | 230,000 compounds, 0.44% hits | Potency, µM (doses to about 61.6 µM), without a hit: at the highest dose activity, negative = inhibition, most hits filed as inhibitors | Gai1:RGS12 GoLoco peptide FP, rhodamine, 10 min; active means well fitted inhibition curve with a large enough effect, not every such curve was filed as active; inactive means no such curve, though single readings can be large or run the other way; further: on the % scale 0 is the no-effect control and ±100 the full control effect; nearly all actives have a fitted effect of over 30% in size; many of its hits are not listed in these tables
Target sequence (P63096 whole entry, looked up): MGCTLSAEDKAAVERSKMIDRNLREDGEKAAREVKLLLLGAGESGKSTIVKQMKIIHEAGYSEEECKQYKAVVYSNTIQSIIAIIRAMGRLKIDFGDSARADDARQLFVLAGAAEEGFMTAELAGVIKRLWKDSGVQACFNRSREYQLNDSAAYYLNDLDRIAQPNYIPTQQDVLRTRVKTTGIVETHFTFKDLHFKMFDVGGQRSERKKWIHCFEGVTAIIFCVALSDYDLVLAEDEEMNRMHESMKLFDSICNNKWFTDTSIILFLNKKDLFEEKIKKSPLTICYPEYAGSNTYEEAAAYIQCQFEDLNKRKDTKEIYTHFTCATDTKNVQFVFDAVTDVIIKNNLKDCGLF
* = called active by the depositor; i = inactive; ? = inconclusive; . = not tested or not shown; [ ] = another dose, or the depositor's remark. Unless noted, the call rests on the fitted dose curve; in most records, active means well fitted curve in the direction sought with a large enough effect; inconclusive means small, poorly fitted or top-dose-only effect, or another doubt; inactive means no such curve, though single readings can be large; an effect the other way counts as inactive or inconclusive. Potency means the concentration at half of the fitted maximal effect.

SMILES	JMJD2E inh	SMN2 splice up	Epigenetic derep	RECQ1 inh	IMPase Li cell	NPSR antag	KinaseGlo FLuc	RGS12 GoLoco inh
O=c1n(Cc2ccccc2Cl)c2sc3c(c2c2ncnn12)CCCC3	1%	-3%	-0.7%	0%	9%[38.3 µM]	11%[46.1 µM]	-3%	-3%
CCOc1ccc(N(CC(=O)O)S(=O)(=O)c2ccc(OC)c(OC)c2)cc1	2%	-14%	-0.4%	-6%	5%[38.3 µM]	1%[46.1 µM]	-4%	-3%
CCN(CC)S(=O)(=O)c1ccc(N=Cc2c(C)c(C#N)c(=O)n(C)c2O)cc1	-7%	-8%	?	-6%	-2%	16%	0%	7%
COc1ccc(C(=O)n2nnc3ccccc32)cc1Br	-9%	?	0.0%	6%	-4%[38.3 µM]	-17%[46.1 µM]	-16%	-3%
O=C(CCN1C(=O)C2C3C=CC(C3)C2C1=O)NCCc1ccccc1Cl (stereo unspecified)	-4%	-5%	-7.9%	-10%	19%[38.3 µM]	-3%[46.1 µM]	1%	-2%
Cn1c(=O)c2c(nc(Cl)n2CC(=O)N2CCCCC2)n(C)c1=O	3%	-5%	0.0%	-2%	-2%	3%	0%	4%
O=C(CCCN1C(=O)/C(=C\c2cccs2)SC1=S)NNC(=O)c1ccncc1	11%	14%	-1.5%	-3%	-2%	-5%	1%	10%
Cc1ccccc1OCCCC(=O)NCc1ccco1	4%	-10%	3.0%	-13%	2%[38.3 µM]	-5%[46.1 µM]	-1%	-4%
C=CCn1c(Cc2ccc(OC(C)C)c(Cl)c2)nnc1SCC(N)=O	1%	-10%	4.2%	i	1%[38.3 µM]	16%[46.1 µM]	9%	1%
COc1ccc(C2CC(C(F)(F)F)n3nc(C(=O)Nc4c(C)n(C)n(-c5ccccc5)c4=O)c(Cl)c3N2)cc1 (stereo unspecified)	-2%	-8%	0.0%	i	0%	10%	-3%	2%
Cc1cc2c(C)nc(N/N=C/c3ccc([N+](=O)[O-])cc3)nc2o1	4%	10%	4.6%	-3%	1%	-7%[46.1 µM]	-2%	14%
O=C(CN1CCCCC1)Nc1ccc(N2CCCCCC2)cc1	?	-5%	1.9%	i	29%	-8%	-1%	-7%

2 entries from above, set out differently.
Each structure is followed by: JMJD2E inh	SMN2 splice up	Epigenetic derep	RECQ1 inh	IMPase Li cell	NPSR antag	KinaseGlo FLuc	RGS12 GoLoco inh
O=C(CCCN1C(=O)/C(=C\c2cccs2)SC1=S)NNC(=O)c1ccncc1
 : 11%	14%	-1.5%	-3%	-2%	-5%	1%	10%
C=CCn1c(Cc2ccc(OC(C)C)c(Cl)c2)nnc1SCC(N)=O
 : 1%	-10%	4.2%	i	1%[38.3 µM]	16%[46.1 µM]	9%	1%

Next section
SMILES	JMJD2E inh	SMN2 splice up	Epigenetic derep	RECQ1 inh	IMPase Li cell	NPSR antag	KinaseGlo FLuc	RGS12 GoLoco inh
CCCN(CCC)CC(O)CN(c1ccccc1)S(=O)(=O)c1ccc(C)cc1 (stereo unspecified)	9%	6%	-4.6%	-6%	6%[38.3 µM]	-8%[46.1 µM]	1%	-2%
CCOc1ccc(C(=O)Nc2cc(NC(=O)c3ccc(OCC)c(Cl)c3)cc(C(=O)O)c2)cc1Cl	-20%	9%	-0.9%[10.1 µM]	-28%	0%	14%	1%	1%
CCN1/C(=C\C=C2\C(=O)N(C)C(=S)N2C)Sc2ccccc21	-5%	-12%	2.6%	-3%	11%	-18%	-21%	268%[activator]
CCN1C(=O)/C(=C\N(C)C)S/C1=N\S(=O)(=O)c1ccccc1	-6%	18%	-1.5%	-1%	5%	3%	2%	6%
CCc1cc(=S)n2c([nH]c3ccccc32)c1C#N	?	.	-0.2%	i	-6%	-1%	.	-1%
CCOc1ccc(S(=O)(=O)NC2CC2)cc1C(N)=O	-4%	-14%	-0.9%[10.1 µM]	25%	-7%	5%	-3%	-5%
Cn1cccc1C(=O)N1CCC2(CCN(C(=O)Nc3ccccc3)CC2)CC1	.	-4%	.	-8%	6%	.	0%	-8%
COc1cc(C2CC(=O)c3c(O)cc(O)cc3O2)ccc1O (stereo unspecified)	10%	.	2.6%	2%	-7%	19%	.	0%
CCc1c(C)nc2ncnn2c1N1CCC(C(=O)N2CCN(c3ccccc3)CC2)CC1	-14%	-13%	-0.2%	-9%	-3%[38.3 µM]	4%[46.1 µM]	-7%	1%
CCc1nc2sc3c(O)cc(=O)[nH]c3c2cc1C	?	.	3.7%	-4%	-5%	9%	.	0%
O=C(O)CCN1C(=O)C2CCCCC2C1=O (stereo unspecified)	-4%	-1%	0.8%	-3%	18%[38.3 µM]	-2%[46.1 µM]	2%	4%
O=C(Nc1ccc(N2CCOCC2)cc1N1CCOCC1)c1cccs1	-9%	3%	-5.5%	-3%	31%[activator][38.3 µM]	-11%[46.1 µM]	0%	-7%
O=C(NCc1cccs1)C(Cc1ccccc1)NS(=O)(=O)c1cccs1 (stereo unspecified)	3%	-10%	-1.1%	-3%	5%	-14%[46.1 µM]	-2%	-2%
CC(C)c1ccc(/C=N/n2cnnc2)cc1	4%	.	4.9%	0%	.	?	.	-1%
CCS(=O)(=O)N1CCCC(C(=O)NC2CCCC2)C1 (stereo unspecified)	1%	-14%	-0.8%	3%	-2%[38.3 µM]	2%[46.1 µM]	-2%	3%
Cc1cccc(CCNC(=O)c2cc(=O)[nH]c3ccc(Br)cc23)c1	-1%	14%	0.0%	-8%	?	-24%	6%	11%
COCCNC(=O)C1CC(c2cccc(F)c2)=NO1 (stereo unspecified)	7%	.	-4.8%	-2%	.	18%	.	14%
COc1ccccc1CNC(=O)c1cnn2c(C(F)F)cc(C)nc12	-1%	-38%	0.1%	?	32%[38.3 µM]	-15%[46.1 µM]	-3%	6%
O=C(NN1C(=O)C2C(C1=O)C1C=CC2C12CC2)c1ccncc1 (stereo unspecified)	?	.	-1.0%	20%	.	3%[46.1 µM]	.	.
CCCN(CC(=O)Nc1ccccc1Br)CC(=O)Nc1ccc(F)c(F)c1F	1%	-16%	-1.0%	i	13%	-27%	1%	4%
COc1ccc(-c2nc3cccc(C)n3c2NCC2CCCO2)cc1O (stereo unspecified)	?	.	3.3%	i	-4%	12%	0%	15%
O=S(=O)(Cc1ccccc1)N1CCN(C/C=C/c2ccccc2)CC1	-3%	24%	5.7%	0%	36%[38.3 µM]	-16%[46.1 µM]	-3%	-1%
O=C(O)c1cc(-c2c[nH]c3ccccc23)nc2ccc3ccccc3c12	-1%	3%	2.8%	-7%	?	0%	5%	18%
Cc1cccc(NC(=O)CSc2nc3[nH]ncc3c(=O)n2-c2ccccc2)c1	-15%	-4%	-2.2%	-2%	-5%	3%	-7%	-2%
O=C(CSc1nnc(NC(=O)c2ccco2)s1)Nc1ccccc1	0%	?	1.1%	i	-5%	-15%	-3%	8%
c1ccc(N2CCN(C3CCSC3)CC2)cc1 (stereo unspecified)	4%	-25%	-1.0%	-6%	45%[38.3 µM]	-4%[46.1 µM]	-8%	-4%
COCCSc1nnc(NC(=O)Cc2ccc(OC)cc2)s1	-2%	10%	-3.0%	i	5%	-10%	5%	-9%
CCOC(=O)c1[nH]c2ccc(OC)cc2c1NC(=O)c1ccc(OC)c(OC)c1	-18%	-1%	-11%	4%	-7%	-8%	-1%	1%
Nc1nc(SCC(=O)NCC2CCCO2)n[nH]1 (stereo unspecified)	0%	22%	-2.1%	-2%	34%[38.3 µM]	-5%[46.1 µM]	-1%	-1%
O=C(NCc1ccccc1C(F)(F)F)C1CC(c2cc(C(F)(F)F)cc(C(F)(F)F)c2)=NO1 (stereo unspecified)	4%	.	0.0%	i	.	-23%	.	12%
CCCC1(CCC)NC(=O)N(CC(=O)N2CCN(C(=O)c3ccco3)CC2)C1=O	3%	8%	3.7%	i	22%[38.3 µM]	-1%[46.1 µM]	-4%	-5%
O=C1/C(=C/c2ccncc2)SC(=S)N1C1CCCCC1	-6%	-29%	-1.0%	-2%	6%	-2%	3%	12%
CC(=O)c1cn(CC(=O)NCc2cccnc2)c2ccccc12	?	-11%	-1.0%	-13%	-9%[38.3 µM]	-7%[46.1 µM]	-1%	-3%
COCCOC(=O)c1c(NC(=O)CNCc2ccco2)sc(C(N)=O)c1C	-19%	19%	-4.1%	?	-2%	-4%	-2%	54%[activator]
Cc1ccc2c(CC(=O)NC3=NCCS3)coc2c1	6%	19%	1.0%	-10%	16%[38.3 µM]	-9%[46.1 µM]	0%	-7%
COc1ccc(/C=C(\CC(=O)O)c2nc3ccccc3s2)cc1O	?	10%	-2.7%	i	2%	-21%	0%	2%
Nc1ncc([N+](=O)[O-])cc1Br	-5%	.	1.2%	-1%	.	-22%	.	11%
CC(=O)c1ccc(OCC(O)CN2CCOCC2)cc1 (stereo unspecified)	4%	3%	0.7%	-10%	-5%[38.3 µM]	1%[46.1 µM]	-2%	10%
O=C(CCC(=O)OCC(=O)c1ccc(Br)cc1)Nc1cccc2cccnc12	6%	-1%	-2.0%	i	8%[38.3 µM]	0%[46.1 µM]	-1%	-4%

Gathered by group, the entries above with fluorine
SMILES	JMJD2E inh	SMN2 splice up	Epigenetic derep	RECQ1 inh	IMPase Li cell	NPSR antag	KinaseGlo FLuc	RGS12 GoLoco inh
COc1ccc(C2CC(C(F)(F)F)n3nc(C(=O)Nc4c(C)n(C)n(-c5ccccc5)c4=O)c(Cl)c3N2)cc1 (stereo unspecified)	-2%	-8%	0.0%	i	0%	10%	-3%	2%
COCCNC(=O)C1CC(c2cccc(F)c2)=NO1 (stereo unspecified)	7%	.	-4.8%	-2%	.	18%	.	14%
COc1ccccc1CNC(=O)c1cnn2c(C(F)F)cc(C)nc12	-1%	-38%	0.1%	?	32%[38.3 µM]	-15%[46.1 µM]	-3%	6%
CCCN(CC(=O)Nc1ccccc1Br)CC(=O)Nc1ccc(F)c(F)c1F	1%	-16%	-1.0%	i	13%	-27%	1%	4%
O=C(NCc1ccccc1C(F)(F)F)C1CC(c2cc(C(F)(F)F)cc(C(F)(F)F)c2)=NO1 (stereo unspecified)	4%	.	0.0%	i	.	-23%	.	12%

A portion of the library, so the mix of outcomes need not match the whole.
